PAFAH2 FP inh: PAFAH2 (human) inhibition; Q99487; recombinant PAFAH2, FP-rhodamine activity probe, fluorescence polarization; inhibition, % at 3.39 µM; hit rate 0.99% among 340,000;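 active = inhibition above the mean over all tested compounds plus 3 SD, cut at about 30% in these data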;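 also: inhibitors block probe labeling of enzyme so polarization drops; 0% = enzyme with DMSO and 100% = wells lacking PAFAH2 protein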
TPT1 inh: inhibitors of Candida albicans tRNA 2'-phosphotransferase TPT1; recombinant caTPT1, FP RNA substrate dephosphorylation; inhibition, % at 5 µM; AID 1962; hit rate 0.81% among 300,000;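 active = inhibition above the mean of all tested compounds plus 3 SD, set per screening campaign, cut at about 24% in these data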;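 also: plate controls were DMSO alone for no effect and ferristatin control at 100 nM for full effect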
PP5 inh: PP5 (human) phosphatase inhibition. purified PP5c, OMFP substrate fluorescence. hit rate 0.18% among 320,000. P53041. AID 1987. inhibition, % at 6.7 µM;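 active = inhibition above the campaign's mean inhibition across all tested compounds plus 3 SD, cut at about 9.5% in these data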;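 also: 0% = DMSO only and 100% = 100 µM cantharidin control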
PP1 inh: counter-screen for PP5 inhibitors: inhibitors of human PP1-alpha; P62136; purified PP1alpha, OMFP fluorescence; inhibition, % at 6.7 µM; hit rate 0.9% among 320,000; AID 2235;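 active = inhibition above the mean inhibition of all tested compounds plus 3 SD, computed separately for each screening campaign, cut at about 15% in these data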
core dimer inh: blocks dimerization of HCV core protein; AID 1899; hit rate 0.33% among 300,000; TR-FRET GST/Flag-core106 dimerization, 1536-well; inhibition, % at 5 µM;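 active = inhibition above the mean of all tested compounds plus 3 SD, set per screening campaign, cut at about 45% in these data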
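Assay system: tagged HCV core106 pair (GST and Flag); medium: KF-containing HEPES buffer, pH 7.45, DTT, CHAPS, BSA; also added: Eu donor and XL665 acceptor anti-tag antibodies; dosing: 5 µM single dose; timing: compound-protein-antibody incubation 4 h at 22.5 °C; signal: TR-FRET 671 and 617 nm emission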
AHR act: activates the human aryl hydrocarbon receptor | AHR-responsive luciferase reporter cells, luminescence | activation, % at 5 µM | hit rate 2.5% among 320,000; in the data active = activation above about 47%;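 also: 0% = vehicle wells and 100% = reference agonist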
Target sequence (P35869 whole entry, looked up): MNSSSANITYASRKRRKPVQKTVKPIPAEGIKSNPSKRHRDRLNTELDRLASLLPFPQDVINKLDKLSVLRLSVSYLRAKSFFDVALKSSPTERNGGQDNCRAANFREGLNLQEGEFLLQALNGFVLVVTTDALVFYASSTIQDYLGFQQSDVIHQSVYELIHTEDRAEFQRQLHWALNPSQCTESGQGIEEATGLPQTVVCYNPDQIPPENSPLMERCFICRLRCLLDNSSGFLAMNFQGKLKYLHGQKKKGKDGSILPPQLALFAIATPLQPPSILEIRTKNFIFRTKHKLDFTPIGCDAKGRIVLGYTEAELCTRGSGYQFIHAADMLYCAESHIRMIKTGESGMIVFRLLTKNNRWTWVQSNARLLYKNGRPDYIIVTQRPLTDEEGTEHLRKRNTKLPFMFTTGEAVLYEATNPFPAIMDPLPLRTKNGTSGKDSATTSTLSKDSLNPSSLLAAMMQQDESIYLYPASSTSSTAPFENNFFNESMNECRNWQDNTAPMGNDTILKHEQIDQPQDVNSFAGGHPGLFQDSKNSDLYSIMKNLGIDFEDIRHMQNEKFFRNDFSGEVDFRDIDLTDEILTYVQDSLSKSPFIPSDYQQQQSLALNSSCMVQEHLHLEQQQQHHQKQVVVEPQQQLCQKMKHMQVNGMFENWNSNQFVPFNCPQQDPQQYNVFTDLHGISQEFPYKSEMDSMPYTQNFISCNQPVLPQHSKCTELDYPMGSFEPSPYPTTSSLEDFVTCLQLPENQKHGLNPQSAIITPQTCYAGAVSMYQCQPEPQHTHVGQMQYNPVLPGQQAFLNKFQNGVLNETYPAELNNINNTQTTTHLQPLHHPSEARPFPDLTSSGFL
procasp7 counter: counter-screen: procaspase-7 (human) activation. P55210. recombinant procaspase-7, Ac-DEVD-pNA absorbance 405 nm; D23A/D198A/D206A triple mutant, cannot self-cleave; scale: DMSO 0, 5 µM enzyme 100. activation, % at 8.5 µM. hit rate 0.093% among 330,000;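 active = percent activation above the screen-wide mean plus 3 SD, cut at about 25% in these data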
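Assay system: Uncleavable procaspase-7 mutant enzyme; Input: 2 µM procaspase-7 mutant as dispensed; Also added: DEVD-pNA substrate; Medium: Zinc-free HEPES pH 7.4 with 300 mM NaCl, 0.01% Triton X-100; Timing: 1 h compound preincubation, 2 h substrate cleavage, 25 °C; Measured by: Epi-absorbance of released pNA at 405 nm, two timepoints.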
proCasp3 act: activates human procaspase-3; recombinant procaspase-3 D3A, Ac-DEVD-pNA absorbance 405 nm; activation, % at 8.5 µM; hit rate 0.11% among 330,000; AID 463141;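 active = activation above the mean of all tested compounds plus 3 SD, cut at about 21% in these data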;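 also: 0% = DMSO alone and 100% = DMSO wells spiked with extra 5 µM PC-3 D3A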
Target sequence (P42574 whole entry D9A/D28A/D175A): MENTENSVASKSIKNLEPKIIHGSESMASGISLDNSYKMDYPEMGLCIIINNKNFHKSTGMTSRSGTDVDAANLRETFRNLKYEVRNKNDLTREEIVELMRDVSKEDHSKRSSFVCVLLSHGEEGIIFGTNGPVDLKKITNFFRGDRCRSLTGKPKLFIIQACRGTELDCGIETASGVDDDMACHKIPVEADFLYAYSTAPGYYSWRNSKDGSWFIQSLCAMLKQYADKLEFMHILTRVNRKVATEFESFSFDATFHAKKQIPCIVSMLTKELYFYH
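Assay system: Autoprocessing-dead procaspase-3 D3A mutant enzyme; also added: Ac-DEVD-pNA; doses: one concentration, 8.5 µM nominal, 0.8% DMSO; times: 1 h compound preincubation, 2 h substrate hydrolysis at 25 °C; technique: 405 nm absorbance of p-nitroaniline, reads at 0 and 120 min; measure: % activation between DMSO and enzyme-spiked controls; repeats: single replicate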
Fh CTSL1 inh: counter-screen for PFM18AAP inhibitors: inhibitors of F. hepatica cathepsin L1; recombinant F. hepatica cathepsin L1, Z-Leu-Arg-MCA fluorescence; AID 1906; hit rate 0.49% among 300,000; inhibition, % at 5.96 µM;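 active = inhibition above the mean of all tested compounds plus 3 SD, set per screening campaign, cut at about 17% in these data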;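 also: 0% = plate median of test compound wells and 100% = 1 µM Z-Phe-Ala-diazomethylketone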
Starred values were filed as active, the others as inactive; x = no result given. Not a hit list. About 5.6% of those tested had a hit in this group.

Each structure is followed by: PP5 inh	core dimer inh	Fh CTSL1 inh	PP1 inh	PAFAH2 FP inh	proCasp3 act	AHR act	procasp7 counter	TPT1 inh
- O=C(NCCC1CCCCN1S(=O)(=O)c1ccc(Cl)cc1)C(=O)NCCN1CCOCC1 (stereo not drawn)
    -2.0	1	2	-6	-8	6	0	6	-1
- COc1ccc(NC(=O)CSc2n[nH]c(=O)n2Cc2ccccc2)cc1Cl
    2.3	-2	-1	3	-3	-1	9	0	3
- O=S(=O)(Cc1ccccc1)NCC1CCCO1 (stereo not drawn)
    3.2	-3	-5	4	0	0	4	-6	3
- COc1cc(C)c(Br)cc1S(=O)(=O)NCCN1CCOCC1
    2.8	8	-1	2	1	3	-2	4	1
- CNC(=O)c1c2c(nc3ccc(Br)cc13)CCCC2
    1.7	-5	4	4	-6	-5	1	3	0
- C[N+](C)(C)CCCCCCC(=O)/C=N/O
    -2.3	4	6	-4	0	-2	0	2	1
- CCOC(=O)N1CCN(C(=O)C2CCCN(S(=O)(=O)c3cccnc3)C2)CC1 (stereo not drawn)
    -0.6	2	-1	-2	7	-1	-1	6	-3
- Cn1sc(NC(=O)c2cccc(Cl)c2)nc1=O
    -0.6	-1	-1	-3	1	1	5	-4	0
- CCC(C)[C@H](NC(=O)C1CC(=O)N(c2ccc3c(c2)OCCO3)C1)C(=O)N1CCCCC1 (stereo partly drawn)
    0.9	0	-1	-4	4	12	0	-2	-1
- CCn1c(SCc2ccc(F)cc2)nc2ccccc2c1=O
    -0.3	-8	4	4	0	7	-2	5	-5
- O=C(Nc1ccc(Br)cc1)c1ccc(Br)c(S(=O)(=O)Nc2cccnc2)c1
    -2.6	5	-3	-1	5	-12	98*	-1	8
- CCC1(c2ccc(F)cc2)NC(=O)N(CC(=O)Nc2ccccc2Cl)C1=O (stereo not drawn)
    0.8	-1	-1	1	5	10	1	8	-8
- COc1cccc(NC(=O)COC(=O)/C=C/c2ccc(Cl)cc2Cl)c1
    -1.5	0	-4	0	6	5	1	-7	-8
- O=C(NCCCN1CCN(c2ccccc2)CC1)Nc1ccccc1C(F)(F)F
    3.1	-4	-3	-4	-1	-12	1	8	-3
- Cc1nc(CS(=O)(=O)c2ccccc2)cc(Sc2ccc(Cl)cc2Cl)n1
    2.6	7	-1	1	5	-2	10	10	0
- COc1cc(C(=O)OC2CCOC2=O)c([N+](=O)[O-])cc1OC (stereo not drawn)
    1.4	4	-4	1	-3	8	-1	-2	2
- CCOc1cc2[nH]c(=S)n(CC3CCCO3)c(=O)c2cc1OCC (stereo not drawn)
    3.2	3	-2	-2	0	-2	21	7	0
- Cc1cccc2cc(C3CC(c4ccco4)=NN3S(C)(=O)=O)c(Cl)nc12 (stereo not drawn)
    5.3	6	2	4	6	5	0	-11	-2
- CCn1cc(Br)c(C(=O)NC(=S)Nc2ccc(C(=O)OC)cc2)n1
    -3.2	0	0	2	-1	-2	0	4	1
- CC1=NN(C(=O)c2ccccc2F)C(O)(c2ccc(Cl)cc2)C1 (stereo not drawn)
    -2.8	0	6	-4	2	0	1	5	2
- COc1ccc(CCNC(=O)CCCNC(=O)Cn2cnc3sc(C)c(C)c3c2=O)cc1OC
    2.3	-6	0	-1	-5	-1	-2	-12	-1
- CCOC(=O)N1CCC(NC(=O)CCc2c(C)nc3ncnn3c2C)CC1
    0.1	5	-1	1	3	3	1	2	3
- CCOC(=O)/C=c1\s/c(=C\c2ccc3cc(OC)ccc3c2)c(=O)n1CC(=O)NCc1ccc2c(c1)OCO2
    -0.7	32	1	5	-18	4	-2	-8	2
- COCCCn1c(SCC(=O)NNC(=O)c2cccc(O)c2)nnc1-c1ccncc1
    -0.2	0	-5	0	0	6	-1	5	-4
- COc1cc([N+](=O)[O-])c(OC)cc1SCc1n[nH]c(=S)n1-c1ccc(F)cc1
    -1.1	-2	3	7	4	-12	-1	-35	-3
- O=C(NCC1CCCO1)C1CC(c2ccccc2Cl)=NO1 (stereo not drawn)
    0.8	-1	-1	6	-2	-1	3	8	2
- Cc1nnc(SCC(=O)NC2CCC(C)CC2)s1 (stereo not drawn)
    1.9	1	2	-6	3	4	1	-1	0
- C=Cn1cc[n+](CC(=O)c2ccc(-c3ccccc3)cc2)c1
    1.7	1	3	22*	1	2	1	-8	0
- Cc1ccc(C(=O)C[n+]2ccc(Cc3ccccc3)cc2)cc1
    1.2	1	5	8	-4	-6	4	-12	0
- CC(=O)N1CCN(c2ccccc2NC(=O)c2cccs2)CC1
    0.8	12	0	0	3	8	-2	7	1

Following part:
Each structure is followed by: PP5 inh	core dimer inh	Fh CTSL1 inh	PP1 inh	PAFAH2 FP inh	proCasp3 act	AHR act	procasp7 counter	TPT1 inh
- CCn1c(CC(=O)Nc2ccccc2F)nnc1SCC(=O)NC1CCCCC1
    0.1	3	0	0	-7	-5	1	6	-3
- CNC(=S)N=Nc1c(O)[nH]c2ccccc12
    -0.3	-8	-2	2	-4	-2	40	-15	3
- CCOC(=O)NC(O)C(=O)c1ccc(F)cc1 (stereo not drawn)
    2.9	-1	-1	-2	4	-2	-2	-6	0
- OCCc1c[nH]c2ccccc12
    0.8	0	-2	-5	-12	4	-1	-5	0
- COc1ccc2ccccc2c1C(O)c1nccn1C (stereo not drawn)
    0.9	1	0	-2	45*	6	23	4	-61
- CCNC(=O)CN(c1ccc(Cl)cc1)S(=O)(=O)c1ccccc1
    1.2	-1	-1	1	8	-2	1	6	-2
- CCOc1ccc(NC(=O)CCC(=O)O)cc1
    1.6	0	-1	0	-6	2	1	3	-4
- COc1cc2c(cc1OC)CN(CC(=O)Nc1ccccc1C#N)CC2
    0.0	6	4	-2	-4	1	50*	-2	4
- CCCn1cnc2cc(NCc3cccc(OC)c3)ccc21
    3.5	-10	-5	-3	1	-5	10	-6	3
- Cc1cc(C)nc(Nc2nc(C)c3cc4c(cc3n2)OCO4)n1
    1.7	-5	-2	4	-6	4	49*	3	0
- CN(CC(=O)Nc1ccc(F)cc1)C(=O)CNC(=O)C1CCCCC1
    2.1	x	x	1	3	3	-1	6	x
- COc1ccc2[nH]cc(C(O)CN3CCC(C(N)=O)CC3)c2c1 (stereo not drawn)
    1.4	-9	1	5	3	1	-1	6	-3
- Cc1cc(-c2cccs2)c2c(N)c(C(=O)c3ccc4c(c3)OCO4)sc2n1
    -1.0	-40	0	4	1	-1	6	-6	37*
- Cc1ccc(N2C(=O)CSC2c2cccs2)cc1 (stereo not drawn)
    -0.8	-1	3	-1	2	0	1	1	2
- O=[N+]([O-])c1ccc(O)c(/C=N/n2cnnc2)c1
    -0.2	-1	0	1	0	-7	0	13	-3
- Cc1ccc(C)c(-n2c3nc(=O)[nH]c(=O)c-3cc3cc([N+](=O)[O-])ccc32)c1
    2.0	40	7	8	23	-11	5	11	-18
- O=c1cc(CSc2ccc(S(=O)(=O)N3CCCCC3)cn2)nc2sccn12
    -1.6	3	1	-4	6	2	0	-3	-10
- FC(F)(F)c1cccc(N2CCN(Cc3cccnc3)CC2)c1
    5.0	-2	1	4	5	-13	9	-9	1
- O=C(NCC(=O)N(Cc1cccs1)C(C(=O)NC1CCCCC1)c1cccnc1)c1ccco1 (stereo not drawn)
    2.6	-2	-3	-4	-10	5	0	-1	-3
- CCCCNC(=O)CN1C(=O)NC2(CCCc3ccccc32)C1=O (stereo not drawn)
    2.5	-3	-1	-9	-1	-7	2	-3	5
- CCOc1ccc(NS(=O)(=O)c2ccc(C(=O)N3CCCCCC3)cc2)cc1
    2.3	4	-1	0	6	7	0	-2	-1
- COc1ccc(-c2nc3ccccc3c(=O)n2CC(C)C)cc1
    1.6	-4	-8	0	2	-3	5	1	1
- Cc1ccc(SCC(=O)NC(=O)c2ccc(S(=O)(=O)N(C)C)cc2)cc1C
    1.0	4	-4	0	4	2	0	9	4
- COc1c(C)cc(C(=O)C2CCCN(C(=O)c3ccoc3)C2)cc1C (stereo not drawn)
    0.7	4	1	-2	6	3	2	10	-1
- CC(C)c1cccc(C(C)C)c1OCCCCN1CCCC1
    1.9	-11	-1	-1	-8	8	1	9	-1
- Cc1csc(NC(=O)CSc2nnc(-c3ccc(S(=O)(=O)N4CCCC4)cc3)o2)n1
    0.7	2	4	1	-11	-4	6	-1	2
- COc1ccc(CN2CCN(CCc3ccccc3)C(CCO)C2)cc1Cn1cncn1 (stereo not drawn)
    2.0	-7	-3	-11	0	-2	12	-6	3
- N/N=C(\c1ccccc1)c1cc(Br)ccc1N
    2.2	-1	-4	-2	-3	0	8	2	3
- O=C(/C=C/c1ccco1)N1CCN(S(=O)(=O)c2ccccc2)CC1
    x	x	x	x	9	-4	1	-11	x
- Cc1ccc(S(=O)(=O)N2CC(=O)NC(=O)C2)cc1
    0.4	-1	-9	3	-6	0	-4	2	1

Shown as a hit in PAFAH2 FP inh, of those listed so far:
| Molecule | PP5 inh | core dimer inh | PAFAH2 FP inh | proCasp3 act | AHR act | TPT1 inh |
| --- | --- | --- | --- | --- | --- | --- |
| COc1ccc2ccccc2c1C(O)c1nccn1C (stereo not drawn) | 0.9 | 1 | 45* | 6 | 23 | -61 |

Remaining list, next part
Each structure is followed by: PP5 inh	core dimer inh	Fh CTSL1 inh	PP1 inh	PAFAH2 FP inh	proCasp3 act	AHR act	procasp7 counter	TPT1 inh
- CC(NC(=O)CCl)c1ccccc1Br (stereo not drawn)
    -1.5	-3	14	-3	3	9	0	5	0
- O=C(COC(=O)c1cc([N+](=O)[O-])ccc1NCCO)c1ccccc1
    2.0	1	6	-1	6	-10	17	1	1
- COc1ccc(C(=O)N2CCN(c3ccc(C(C)=O)cc3F)CC2)cc1S(=O)(=O)NC1CC1
    -1.0	x	x	-3	-6	3	2	-11	x
- Fc1cc(F)c2nc(Nc3nc4cc5c(cc4s3)OCO5)sc2c1
    -2.5	3	1	-1	-19	-31	38	-65	2
- Cc1cc(NC(=O)CCCC(=O)Nc2ccc(F)cc2)no1
    1.4	-1	-1	3	-5	-5	11	-11	-3
- CC(C)[C@@H]1N[C@]2(C(=O)Nc3ccccc32)[C@@H]2C(=O)N(c3cccc(C(F)(F)F)c3)C(=O)[C@@H]21
    -0.4	1	2	0	6	0	8	11	0
- NCCCC[C@H]1CNC(=S)N1CC1CCCCC1
    0.4	-1	-4	-4	-3	6	7	-7	-1
- Cc1c(CNCCc2ccc(Cl)cc2)c(C(=O)O)c(C)n1Cc1ccccc1
    1.8	4	3	8	4	2	23	1	0
- COc1ccc(C(=S)N2CCN(c3cccc(Cl)c3)CC2)c(OC)c1
    3.9	3	3	3	4	3	0	-9	-1

Looked up above.
O=C(COC(=O)c1cc([N+](=O)[O-])ccc1NCCO)c1ccccc1 – proCasp3 act = -10
CC(C)[C@@H]1N[C@]2(C(=O)Nc3ccccc32)[C@@H]2C(=O)N(c3cccc(C(F)(F)F)c3)C(=O)[C@@H]21 – proCasp3 act = 0
CC(NC(=O)CCl)c1ccccc1Br (stereo not drawn) – PP1 inh = -3
COc1ccc(C(=S)N2CCN(c3cccc(Cl)c3)CC2)c(OC)c1 – PAFAH2 FP inh = 4

Source: PubChem BioAssay
